ASM inhibitor – blocks human secretory acid sphingomyelinase; placental ASM, HMU-PC fluorogenic substrate, 60 min; Potency, µM (series often up to 57.5 µM), inactives show at the highest dose activity change, negative = inhibition, usual class: inhibitors; hit rate 0.006% among 340,000; AID 504937; note: potency is the fitted concentration of half-maximal effect
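Fluorogenic HMU-PC substrate (9 uM final) is turned over by placental ASM in 60 min at 37 C after a 10 min compound preincubation. Reaction ended by alkaline stop (pH 10), with fluorescence read at 386/447 nm.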
Tb PFK inh – blocks T. brucei phosphofructokinase | T. brucei PFK, ADP-Glo luminescence | Potency, µM (doses to about 57.5 µM), without a hit: at the top dose activity, negative = inhibition, hits mostly inhibitors | hit rate 0.17% among 330,000 | AID 485367;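 note: potency is the fitted concentration of half-maximal effect; 0% = uninhibited 1x PFK enzyme wells and -100% = no-enzyme wells; nearly all actives have a fitted effect of over 60% in size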
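PFK 1.25 nM, F6P 0.5 mM, ATP 0.1 mM, 0.1 M TEA pH 8.0, 5 mM MgCl2, 0.01% Tween20, 0.1% BSA; 45 min RT. ADP-Glo readout. qHTS titration up to 57 uM; curves fitted, compounds curve-classed.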
Menin MLL FP TR – inhibitors of human menin-MLL interaction, mutant MLL peptide | O00255 | Menin + Texas Red MLL mutant peptide, fluorescence polarization | Potency, µM (highest dose often 61.6 µM), inactives show at the top dose FP activity change, negative = inhibition, actives largely listed as inhibitors | hit rate 0.23% among 270,000 | AID 1768; active = well fitted inhibition curve with a large enough effect in the polarisation, with a control signal flat, not every such curve was filed as active; inconclusive = small, poorly fitted or top-dose-only effect, or effect the other way, or a change in a side signal; inactive = no such curve, though single readings can be large or run the other way; the % refers to the polarisation; note: potency is the fitted concentration of half-maximal effect; % of control where 0% means no effect; many of its hits are not listed in these tables
Integrin act MD – activates integrin-mediated alleviation for muscular dystrophy | Potency, µM (highest dose often 38.3 µM), for the others: top-dose activation, most hits filed as activators | alpha7betagal myoblasts, beta-gal FDG fluorescence, 48 h | hit rate 0.064% among 350,000;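 note: potency is the fitted concentration of half-maximal effect; 100% = response of the positive control SU9516; nearly all actives have a fitted effect of over 60% in size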
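alpha7betagal+/- myoblasts (passage 13, 250/well) treated 48 h at 37C with compounds at 1:260 dilution of DMSO stock. Lysed, then beta-galactosidase activity read as FDG fluorescence (ex 480/em 540) after 30 min, with pre-read for autofluorescence.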
B2AR arrestin – agonists driving beta-arrestin recruitment to human beta2-adrenergic receptor; beta-arrestin recruitment to beta2AR, cell-based reporter; Potency, µM (titrated, usually from 46.1 µM), for the others: at the highest dose activation, actives largely listed as activators; hit rate 0.02% among 330,000; AID 492947;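 note: potency is the fitted concentration of half-maximal effect; 0% = DMSO controls and full agonism = EC100 isoproterenol or metaproterenol; nearly all actives have a fitted effect of over 65% in size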
Target sequence (P07550 whole entry, looked up): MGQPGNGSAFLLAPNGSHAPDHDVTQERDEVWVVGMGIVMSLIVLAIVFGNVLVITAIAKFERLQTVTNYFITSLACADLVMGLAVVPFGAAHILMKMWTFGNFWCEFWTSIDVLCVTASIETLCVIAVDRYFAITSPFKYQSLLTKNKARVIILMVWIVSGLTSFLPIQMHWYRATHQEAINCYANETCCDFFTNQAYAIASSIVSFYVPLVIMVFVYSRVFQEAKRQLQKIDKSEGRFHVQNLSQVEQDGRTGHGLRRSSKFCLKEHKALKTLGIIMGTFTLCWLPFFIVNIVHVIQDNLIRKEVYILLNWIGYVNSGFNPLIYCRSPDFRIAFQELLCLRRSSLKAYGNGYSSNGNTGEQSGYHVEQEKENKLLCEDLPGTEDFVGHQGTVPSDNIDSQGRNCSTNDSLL
GALK inh – galactokinase (human) inhibition; Purified GALK, Kinase-Glo residual ATP luminescence; Potency, µM (titrated, usually from 57.5 µM), for the others: at the highest dose activity change, negative = inhibition, hits mostly inhibitors; AID 1868; hit rate 0.007% among 270,000; note: potency is the fitted concentration of half-maximal effect; % is set by controls: 0 for no effect and ±100 for the full control effect
Target sequence (P51570 whole entry, looked up): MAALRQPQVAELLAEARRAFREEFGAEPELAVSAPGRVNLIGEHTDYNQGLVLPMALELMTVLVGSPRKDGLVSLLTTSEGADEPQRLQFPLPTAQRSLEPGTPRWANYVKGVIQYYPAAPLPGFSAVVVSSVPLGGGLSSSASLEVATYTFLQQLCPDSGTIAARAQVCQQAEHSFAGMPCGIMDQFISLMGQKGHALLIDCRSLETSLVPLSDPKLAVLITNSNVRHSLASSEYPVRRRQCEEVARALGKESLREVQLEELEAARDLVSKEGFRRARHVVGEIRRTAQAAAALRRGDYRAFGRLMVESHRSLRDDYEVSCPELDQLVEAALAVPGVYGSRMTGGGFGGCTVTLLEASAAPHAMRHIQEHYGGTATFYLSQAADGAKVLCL
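The enzyme phosphorylates galactose (100 uM) using ATP (35 uM); inhibition is detected as higher residual ATP, quantified by bioluminescence after 1 h reaction at room temperature, pH 8.0.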
Giardia kill – kills Giardia lamblia | hit rate 0.15% among 340,000 | activity change, % at 7.66 µM, hits read low | Giardia lamblia trophozoite viability; in the data active = activity change below about -80%; inconclusive = between about -30% and that limit;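 note: parasites exposed to compound for two days anaerobically before the ATP read; % is set by controls: 0 for no effect and ±100 for the full control effect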
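Each well holds 100 Giardia trophozoites and compound. After two days (48 hrs) at 37 deg C in anaerobic conditions, ATP is quantified by luminescence.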
Coupling enz – inhibits coupling enzyme system, counter-screen for aldolase hits; activity change, negative = inhibition, % at 58.2 µM, hits read low; hit rate 0.67% among 290,000; coupling enzyme system counterscreen, AmpLite Red fluorescence; in the data active = activity change below about -30%; note: % is set by controls: 0 for no effect and ±100 for the full control effect
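Coupling enzymes only (glyceraldehyde-3-phosphate) + compound, at 57.5 uM final, 10 min RT; add substrate/coupling/AmpLite Red mix, 20 min RT; fluorescence ex 525/em 598 nm. Actives flag coupling-system interference.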
PTAP TSG101 blk – blocks PTAP/TSG101 interaction to inhibit HIV-1 budding; Q99816; Potency, µM (doses to about 115 µM), for inactives: at the highest dose activity change, negative = inhibition, most hits filed as inhibitors; Fluorescence polarization, FITC-PTAP peptide / Tsg101 binding; 340,000 tested, under 10 active; AID 493005; active = well fitted inhibition curve with a large enough effect in the main read-out, with a control signal flat, not every such curve was filed as active; inconclusive = small, poorly fitted or top-dose-only effect, or effect the other way, or a change in a side signal; inactive = no such curve, though single readings can be large or run the other way; note: potency is the fitted concentration of half-maximal effect; % of control where 0% means no effect
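Fluorescence anisotropy tracks displacement of a FITC-tagged PTAP peptide (50 nM) from the Tsg101 binding domain (10 uM), following a 20 min room-temperature incubation at pH 7.5.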
BCR signal inh – inhibitors of chronic active B-cell receptor signaling; ABC-DLBCL IkBa-CBG/CBR reporter, luminescence ratio, 4 h; Potency, µM (top dose mostly 46.1 µM), for the others: top-dose ratio change, negative = lower green/red ratio, hits mostly inhibitors; hit rate 0.05% among 340,000; active = well fitted inhibition curve with a large enough effect in the signal ratio, with a control signal flat, not every such curve was filed as active; inconclusive = small, poorly fitted or top-dose-only effect, or effect the other way, or a change in a side signal; the % refers to the signal ratio;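 note: potency is the fitted concentration of half-maximal effect; plate controls were basal doxycycline-induced cells for no effect and cells given 10 µM MG132 for full effect; MG132 reads +100%, hits lower the ratio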
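Doxycycline induced both beetle luciferases in TMD8 lymphoma cells; IKK-driven degradation limits the IkappaBalpha-fused green signal, while red luminescence normalises for cell number and nonspecific effects. Compounds tested up to 46 uM, 4 hrs.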
PKM2 activator – increases activity of human pyruvate kinase M2; purified PKM2, Kinase-Glo ATP luminescence, activation; response scale: 0% is enzyme alone, no compound; Potency, µM (top dose mostly 57.5 µM), without a hit: at the highest dose activation, most hits filed as activators; hit rate 0.34% among 260,000; note: potency is the fitted concentration of half-maximal effect; % is set by controls: 0 for no effect and ±100 for the full control effect; nearly all actives have a fitted effect of over 55% in size
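hPK-M2, >95% pure; 0.1 mM ADP / 0.5 mM PEP final; imidazole pH7.2 buffer w/ 7 mM MgCl2, 50 mM KCl; 1 h RT; Kinase-Glo lum. Intermediate enzyme activity for dual inhibitor/activator qHTS.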
Active calls of the source: *; ? = inconclusive; nt = not tested or not shown; & = joins results of further samples; [ ] = another dose, or the depositor's remark. Unless noted, calls come from the whole dose curve; as a rule, active = well fitted curve in the direction sought with a large enough effect; inconclusive = small, poorly fitted or top-dose-only effect, or another doubt; inactive = no such curve, though single readings can be large; an effect the other way counts as inactive or inconclusive. A portion of the library (hit frequency here may not be typical).

The line under a structure holds: ASM inhibitor	Tb PFK inh	Menin MLL FP TR	Integrin act MD	B2AR arrestin	GALK inh	Giardia kill	Coupling enz	PTAP TSG101 blk	BCR signal inh	PKM2 activator
COc1ccc(NC(=O)CSc2nnc(-c3ccc(F)cc3)o2)cn1
    2%	5%	nt	21%	0.4%	nt	8	nt	-3%	?	nt
O=C(CC(=O)Nc1cccc(F)c1)Nc1cccc(F)c1
    0%	-8%	?	?	?	4%	-4	2	0%	?	-4%
Cc1c2c(nc3nc4ccccc4n13)CC(C)(C)CC2=O
    -2%	1%	-9%	-13%	0.5%	-1%	-3	1	-1%	0%	-2%
CC(=O)NCCNc1ccc([N+](=O)[O-])cn1
    4%	-2%	-8%	-2%	-1.8%	3%	-8	0	-6%	2%	-4%
COc1ccc(/C=C2\CCC(C3CCCC3)C2=O)c(OC)c1 (centres undefined)
    -5%	-14%	0%	23%	-0.2%	3%	-12	4	-8%	?	nt
COc1ccc2c(c1)nc(SCC(=O)c1ccc(Br)s1)n2C
    -4%	-5%	nt	0%	-0.2%	-2%	-15	-7	-6%	?	25%
CC(NC(=O)Cn1cc(Br)c([N+](=O)[O-])n1)c1ccccc1 (centres undefined)
    3%	-4%	-10%	6%	-0.6%	6%	?	0	-3%	-1%	1%
c1ccc(-c2cn3nc(-c4ccccc4)c(-c4ccccc4)nc3n2)cc1
    nt	1%	?	-23%	0.4%	2%	4	5	?	?	2%
CCCN(Cc1cc2ccc(C)cc2[nH]c1=O)S(=O)(=O)c1ccccc1
    -13%	0%	8%	1%	0.3%	1%	-20	1	-1%	?	-1%
CSc1nc2ncc(C#N)cn2n1
    4%	0%	9%	0%	-1.1%	-8%	-19	2	-4%	0%	1%

Entries of single compounds, looked up by structure. Order of screens: ASM inhibitor | Tb PFK inh | Menin MLL FP TR | Integrin act MD | B2AR arrestin | GALK inh | Giardia kill | Coupling enz | PTAP TSG101 blk | BCR signal inh | PKM2 activator
Listed for CCCN(Cc1cc2ccc(C)cc2[nH]c1=O)S(=O)(=O)c1ccccc1 → -13% | 0% | 8% | 1% | 0.3% | 1% | -20 | 1 | -1% | ? | -1%
Listed for Cc1c2c(nc3nc4ccccc4n13)CC(C)(C)CC2=O → -2% | 1% | -9% | -13% | 0.5% | -1% | -3 | 1 | -1% | 0% | -2%
Listed for CC(=O)NCCNc1ccc([N+](=O)[O-])cn1 → 4% | -2% | -8% | -2% | -1.8% | 3% | -8 | 0 | -6% | 2% | -4%
Listed for COc1ccc(NC(=O)CSc2nnc(-c3ccc(F)cc3)o2)cn1 → 2% | 5% | nt | 21% | 0.4% | nt | 8 | nt | -3% | ? | nt

(list continues)
The line under a structure holds: ASM inhibitor	Tb PFK inh	Menin MLL FP TR	Integrin act MD	B2AR arrestin	GALK inh	Giardia kill	Coupling enz	PTAP TSG101 blk	BCR signal inh	PKM2 activator
O=C(Cc1ccc(Cl)cc1)NNC(=O)c1ccco1
    3%	-9%	nt	6%	-0.6%	3%	?	nt	-5%	3%	-2%
CCOC(=O)NC(=O)/C(C#N)=N\Nc1ccc(Cl)cc1
    ?	0%	?	14%	-0.8%	0%	4	5	-1%	6%	-3%
CC(NC(=O)CCc1nnc(C2(c3ccc(Cl)cc3)CCC2)o1)C1CC1 (centres undefined)
    -1%	1%	-3%	-11%	0.1%	-2%	-5	0	0%	2%	-3%
CC(C(=O)N1CCN(Cc2ccc3c(c2)OCO3)CC1)c1ccc([N+](=O)[O-])cc1 (centres undefined)
    0%	0%	?	6%	-0.1%	-1%	-6	4	-1%	-2%	-10%
C#CC1CN(Cc2ccccc2)CC(C#C)N1C (centres undefined)
    5%	0%	-12%	22%	0.4%	2%	-1	0	-2%	0%	-3%
NC(=S)Nc1cccc(F)c1
    7%	3%	nt	-5%	0.3%	-1%	1	0	-2%	2%	-3%
Fc1cccc(F)c1/C=N/Nc1ccccn1
    -2%	-5%	14%	6%	-0.2%	-2%	4	-1	-11%	?	-8%
COc1ccc(N(CC(=O)NCCSCc2ccco2)S(=O)(=O)c2ccccc2)cc1Cl
    -2%	4%	17%	30%	-0.1%	-1%	11	0	-1%	0%	5%
COc1cc(C(C(=O)NC2CCCC2)N(C(=O)c2snc(C(N)=O)c2N)C2CCCC2)cc(OC)c1OC (centres undefined)
    64%[activator]	1%	nt	12%	2.4%	6%	53[activator]	1	-3%	?	nt
Cc1noc(C)c1CSc1ccccc1C(=O)O
    8%	0%	-22%	4%	0.1%	-2%	1	1	-3%	3%	0%
CSc1nsc(NC(=O)OCc2ccc(Cl)cc2)n1
    0%	-6%	41%[activator]	11%	0.2%	1%	2	-1	-6%	?	-1%
O=C(Nc1ccc(NS(=O)(=O)c2ccccc2)cc1)c1ccc(Cl)cc1
    nt	-4%	?	17%	-0.2%	2%	-8	-2	-3%	-1%	1%
CC(O)(P(=O)(O)O)P(=O)(O)O
    14µM*	nt	-3%	nt	nt	nt	-13	0&2	1%	nt	nt
COc1cc(NC(=O)CN2CCC(C(N)=O)(N3CCCCC3)CC2)c(OC)cc1Cl
    -1%	0%	-13%	-2%	-0.3%	7%	9	1	0%	-8%	3%
COc1ccc(CNC(=O)CCCn2nc(C)c3c(C)n(-c4ccccc4)nc3c2=O)cc1
    0%	0%	nt	-24%	-0.1%	-2%	-1	nt	2%	-1%	nt
O=c1cc(-c2ccccc2)oc2cc(OCc3ccccc3)cc(O)c12
    -5%	0%	9%	2%	0.2%	-2%	13	-1	-1%	6%	7%
COc1ccc(OC(C)C(=O)NC(C)c2ccccc2)cc1 (centres undefined)
    6%	-18%	-13%	1%	-0.4%	4%	-5	-2	-1%	0%	nt
O=C(COC(=O)c1ccc(O)cc1)Nc1cccc(S(=O)(=O)NC2=NCCC2)c1
    7%	0%	nt	7%	0.1%	nt	1	nt	-3%	?	nt
CN(C)c1cccc(C(=O)OCC(=O)Nc2ccccc2Sc2ccccc2)c1
    24%	0%	-16%	?	0.0%	-2%	11	-2	2%	?	-19%
Cc1ccc(S(=O)(=O)NCCC(=O)NNC(=O)COc2ccc(Br)cc2)cc1C
    -4%	1%	nt	4%	0.0%	nt	-11	nt	0%	-1%	nt
CC(O)CN=c1cc(-c2ccccc2)oc2ccc(Cl)cc12 (centres undefined)
    -5%	5%	12%	1%	-1.6%	nt	2	0	-2%	?	-10%
CC(C)c1ccc(NC2CCCN(C(=O)c3ccnn3C)C2)cc1 (centres undefined)
    1%	-10%	nt	-18%	-0.2%	2%	5	nt	-4%	-3%	0%
COCCCNC(=S)Nc1ccccc1[N+](=O)[O-]
    -1%	-26%	-10%	7%	-0.5%	3%	-9	0	-4%	-1%	1%
CCC(CC)c1nnc(NC(=O)COc2ccc3c(c2)OCO3)s1
    2%	-18%	-11%	-4%	-1.5%	16%	9	2	-11%	-16%	-14%
CCN(CC)CC(=O)Nc1ccc2c(c1)N(C(=O)CN(CC)CC)c1ccccc1CC2
    15%	1%	-6%	-49%[inhibitor]	-0.3%	-2%	6	-1	-11%	?	1%
Cc1nn(-c2ccccc2)c(C)c1C(=O)NCCc1ccc(Cl)cc1
    -1%	-3%	nt	-44%	0.2%	-1%	-2	nt	-2%	1%	7%
COC(=O)CN1C(=O)[C@H]2[C@@H](/C=C/c3ccccc3)N3C(=O)CN(Cc4ccccc4)C(=O)[C@@]3(C)[C@H]2C1=O
    6%	1%	-12%	7%	-1.2%	nt	1	1	-1%	0%	0%
Cc1cc(C(F)F)n2ncc(C(=O)NC3CCCCCC3)c2n1
    -2%	0%	-10%	-10%	-0.3%	0%	2	6	-1%	?	-8%

Screening data deposited in PubChem by National Center for Advancing Translational Sciences (NCATS).
